High-throughput results from PubChem.
14-3-3 PPI – 14-3-3 gamma protein interaction modulation; AID 422; P61981; inhibition, % at 40 µM; FP, 14-3-3gamma / TMR-pS259-Raf peptide binding; hit rate 0.19% among 160,000; in the data active means inhibition above about 30%;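 further: 0% = protein plus tracer without compound and 100% = blank with tracer alone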
Target sequence (P61981 whole entry, looked up): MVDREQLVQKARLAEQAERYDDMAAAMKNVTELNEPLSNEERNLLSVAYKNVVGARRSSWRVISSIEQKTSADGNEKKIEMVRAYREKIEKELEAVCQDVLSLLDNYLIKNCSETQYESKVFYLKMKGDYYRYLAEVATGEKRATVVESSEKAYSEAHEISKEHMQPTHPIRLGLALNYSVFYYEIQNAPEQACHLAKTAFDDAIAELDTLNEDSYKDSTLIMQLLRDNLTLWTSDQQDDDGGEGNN
* marks the source's active call; other numbers are inactive results; & = joins results of further samples. Not all compounds are listed. The share of hits here may be higher or lower than overall.

| nr | Structure | 14-3-3 PPI |
| --- | --- | --- |
| 1 | COc1ccc2c(c1)C(C)(C)C1(C=Cc3cc([N+](=O)[O-])ccc3S1)N2C (stereo not given) | 1.4 |
| 2 | Cc1cccc(Oc2nc3c(c(=O)n(C)c(=O)n3C)n2Cc2ccccc2Br)c1C | -15.3 |
| 3 | COc1ccccc1-c1cc(C(=O)NC(C)c2ccccc2)no1 (stereo not given) | -3.1 |
| 4 | COc1ccc(S(=O)(=O)Nc2cc(C)c(O)cc2C(C)C)cc1 | 3.0 |
| 5 | C=CCSc1nnc2c(n1)OC(c1cc(C)ccc1OC(C)=O)N(C(C)=O)c1ccccc1-2 (stereo not given) | -7.6 |
| 6 | Cc1ccc(-c2nc3ccccc3s2)cc1NC(=O)c1ccc([N+](=O)[O-])o1 | 6.9 |
| 7 | CCOC(=O)c1sc(NC(=O)c2c(C)nn(Cc3ccccc3)c2C)cc1C | 0.2 |
| 8 | CCCCN(C)Cc1c(O)ccc2c(-c3ccccc3)cc(=O)oc12 | -0.9 |
| 9 | O=[N+]([O-])c1ccc2nonc2c1Nc1cccc(F)c1 | 0.3 |
| 10 | CCOc1cc(C2C3=C(CC(C)(C)CC3=O)OC3=C2C(=O)CC(C)(C)C3)ccc1OC(=O)c1ccccc1 | 5.5 |

Results in sequence from the list.
Entries 2–7 in 14-3-3 PPI read -15.3, -3.1, 3.0, -7.6, 6.9, 0.2

New compounds follow:
| nr | Structure | 14-3-3 PPI |
| --- | --- | --- |
| 11 | O=c1[nH]c(C=Cc2cccs2)c([N+](=O)[O-])c(=O)[nH]1 | -8.3 |
| 12 | CN1C(=O)CC(P(=O)(c2ccccc2)c2ccccc2)N(C)C1=O (stereo not given) | -1.3 |
| 13 | COC(=O)C1=C(N)Oc2cc(C)n(CCc3ccccc3)c(=O)c2C1c1cccnc1 (stereo not given) | -3.2 |
| 14 | COc1cc(C(=O)Nc2cc(-c3nc4ccccc4o3)ccc2C)cc(OC)c1OC | -285.5 |
| 15 | N#Cc1ccccc1OCC(=O)NCCc1ccccc1 | 1.5 |
| 16 | COc1ccc(OC)c(Nc2cc(-c3ccccc3)nc(N)n2)c1 | 1.0 |
| 17 | COc1ccccc1Cn1c(=S)[nH]c2cc(C(=O)NCCC3=CCCCC3)ccc2c1=O | -9.5 |
| 18 | COc1cc(C2C(C(=O)Nc3ccc(C)cc3)=C(C)Nc3ncnn32)ccc1OCc1ccccc1 (stereo not given) | 3.2 |
| 19 | O=C1c2ccccc2C(=O)c2c1cc(Sc1ccccc1)c1nsnc21 | -27.0 |
| 20 | O=C(Cc1ccc(Nc2nc(=S)[nH]c3ccccc23)cc1)NCCc1ccccc1 | -9.5 |

Three structures from above, sorted by molar mass, descending:
| nr | Structure | 14-3-3 PPI |
| --- | --- | --- |
| 18 | COc1cc(C2C(C(=O)Nc3ccc(C)cc3)=C(C)Nc3ncnn32)ccc1OCc1ccccc1 (stereo not given) | 3.2 |
| 2 | Cc1cccc(Oc2nc3c(c(=O)n(C)c(=O)n3C)n2Cc2ccccc2Br)c1C | -15.3 |
| 1 | COc1ccc2c(c1)C(C)(C)C1(C=Cc3cc([N+](=O)[O-])ccc3S1)N2C (stereo not given) | 1.4 |

(continued)
| nr | Structure | 14-3-3 PPI |
| --- | --- | --- |
| 21 | OCCNc1cc(-n2nc(-c3ccccc3)cc2-c2ccccc2)ncn1 | -3.6 |
| 22 | CCNS(=O)(=O)c1ccc(S(=O)(=O)N(Cc2ccccn2)C2CCCCC2)cc1 | 1.9 |
| 23 | CCn1ncc(C2=NOC(C(=O)Nc3c(C)nn(Cc4ccc(F)cc4)c3C)C2)c1C (stereo not given) | 0.2 |
| 24 | CCOc1cccc(C2CC(c3cccc(Br)c3)=NC(C(C)C)N2)c1O (stereo not given) | 3.5 |
| 25 | CCN(Cc1cc2ccccc2[nH]c1=O)C(=O)C1CCCCC1 | -6.1 |
| 26 | Nc1cc(=O)[nH]c(=O)n1Cc1ccccc1 | -2.6 |
| 27 | O=C(CSc1nc2ccccc2n1S(=O)(=O)c1ccc(Cl)cc1)NCc1ccccc1 | -10.6 |
| 28 | CCOc1cccc2cc(-c3nnc(NCc4ccc5c(c4)OCO5)s3)c(=O)oc12 | 7.4 |
| 29 | O=C(Nc1ccccc1NC(=O)c1ccc(F)cc1)c1ccc(F)cc1 | -3.3 |
| 30 | CCOC(=O)C1=CN(c2cc(C)cc(C)c2)C=C(C(=O)OCC)C1c1cccc(OC)c1 | -5.6 |

Additional entries follow.
| nr | Structure | 14-3-3 PPI |
| --- | --- | --- |
| 31 | Cc1ccc2c(c1)N(CCCC(=O)O)C(=O)CO2 | 2.9 |
| 32 | Cc1nc2c(c(=O)n1Cc1ccccc1Cl)c1nc3ccccc3nc1n2Cc1ccco1 | -30.3 |
| 33 | CCCCn1c(SCC(=O)Nc2nnc(C)s2)nnc1-c1ccoc1C | 4.7 |
| 34 | COc1cc(C=Nc2ccc(N(C)C(C)=O)cc2)ccc1OC(C)=O | 3.2 |
| 35 | Fc1ccccc1N1CCN(Cc2nc(-c3ccc(Cl)cc3Cl)no2)CC1 | -4.1 |
| 36 | CCOc1cc(C(=O)Nc2c(C)ccc3nsnc23)cc(OCC)c1OCC | -9.5 |
| 37 | O=C(CS(=O)(=O)c1cccc2nsnc12)N1CC(=O)N(CCc2ccccc2)C(=O)C1 | -5.3 |
| 38 | CCOC(=O)C1CCCN(C(=O)c2sc3ncnc(N4CCN(c5ccccc5F)CC4)c3c2C)C1 (stereo not given) | 3.6 |
| 39 | Cc1ccc(-c2nn(C)c(=O)c3ccccc23)cc1S(=O)(=O)NCCN1CCOCC1 | -0.4 |
| 40 | O=C(Cn1nc(C(F)(F)F)c2c1CCCC2)Nc1ccc2c(c1)OCO2 | -4.1 |

The results go on:
| nr | Structure | 14-3-3 PPI |
| --- | --- | --- |
| 41 | Cc1ccc(S(=O)(=O)NCCn2ccc3ccccc32)cc1 | -2.2 |
| 42 | CC1CCCCN1CCCNC(=O)c1cc(=O)[nH]c2ccc(S(=O)(=O)N3CCOCC3)cc12 (stereo not given) | -4.3 |
| 43 | CCOc1ccc(-n2c(=O)c3c(C)c(C(=O)N(C)C)sc3n(Cc3ccccc3F)c2=O)cc1 | -4.3 |
| 44 | Cc1[nH]c2ccccc2c1C(c1ccccn1)N1CCN(C)CC1 (stereo not given) | -13.5 |
| 45 | CCn1c(=N)c(C(N)=O)cc2c(=O)n3cccc(C)c3nc21 | 6.2&-15.2 |
| 46 | Cc1ccc(NC(=O)C2C3C=CC4(CNC(=O)C(c5ccc(F)cc5)N(Cc5ccccc5F)C(=O)C24)O3)cc1 (stereo not given) | -5.0 |
| 47 | CC(C)OCCCNS(=O)(=O)c1ccc2c(c1)oc(=O)n2C | 5.6 |
| 48 | O=C(OCc1nc2c(ccc3ccccc32)[nH]1)C1CCCCC1 | -5.8 |
| 49 | Cc1nc(-c2noc(C)n2)no1 | -0.5 |
| 50 | O=C(C1CCCN(S(=O)(=O)c2cccs2)C1)N1CCc2ccccc2C1 (stereo not given) | -15.4&-5.0 |

Part of the list above in order of length of the SMILES, highest first.
| nr | Structure | 14-3-3 PPI |
| --- | --- | --- |
| 46 | Cc1ccc(NC(=O)C2C3C=CC4(CNC(=O)C(c5ccc(F)cc5)N(Cc5ccccc5F)C(=O)C24)O3)cc1 (stereo not given) | -5.0 |
| 43 | CCOc1ccc(-n2c(=O)c3c(C)c(C(=O)N(C)C)sc3n(Cc3ccccc3F)c2=O)cc1 | -4.3 |
| 42 | CC1CCCCN1CCCNC(=O)c1cc(=O)[nH]c2ccc(S(=O)(=O)N3CCOCC3)cc12 (stereo not given) | -4.3 |
| 30 | CCOC(=O)C1=CN(c2cc(C)cc(C)c2)C=C(C(=O)OCC)C1c1cccc(OC)c1 | -5.6 |
| 39 | Cc1ccc(-c2nn(C)c(=O)c3ccccc23)cc1S(=O)(=O)NCCN1CCOCC1 | -0.4 |
| 32 | Cc1nc2c(c(=O)n1Cc1ccccc1Cl)c1nc3ccccc3nc1n2Cc1ccco1 | -30.3 |
| 40 | O=C(Cn1nc(C(F)(F)F)c2c1CCCC2)Nc1ccc2c(c1)OCO2 | -4.1 |
| 35 | Fc1ccccc1N1CCN(Cc2nc(-c3ccc(Cl)cc3Cl)no2)CC1 | -4.1 |
| 36 | CCOc1cc(C(=O)Nc2c(C)ccc3nsnc23)cc(OCC)c1OCC | -9.5 |
| 34 | COc1cc(C=Nc2ccc(N(C)C(C)=O)cc2)ccc1OC(C)=O | 3.2 |
| 45 | CCn1c(=N)c(C(N)=O)cc2c(=O)n3cccc(C)c3nc21 | 6.2&-15.2 |
| 33 | CCCCn1c(SCC(=O)Nc2nnc(C)s2)nnc1-c1ccoc1C | 4.7 |
| 44 | Cc1[nH]c2ccccc2c1C(c1ccccn1)N1CCN(C)CC1 (stereo not given) | -13.5 |
| 41 | Cc1ccc(S(=O)(=O)NCCn2ccc3ccccc32)cc1 | -2.2 |
| 31 | Cc1ccc2c(c1)N(CCCC(=O)O)C(=O)CO2 | 2.9 |
| 49 | Cc1nc(-c2noc(C)n2)no1 | -0.5 |
